# Source: PubChem BioAssay
# TcdB GH inh = inhibitors of Clostridioides difficile toxin B glycohydrolase | P18177 | TcdB glycohydrolase enzymatic assay, plate reader | inhibition, % at 9.99 µM | 350,000 tested, 0.24% active | AID 652162; in the data active means inhibition above about 10%
# Mtb BioA inh = inhibitors of Mycobacterium tuberculosis BioA enzyme; purified M. tuberculosis BioA enzyme, plate reader; inhibition, % at 9.99 µM; 360,000 tested, 0.096% active; in the data active means inhibition above about 40%
# * marks the source's active call; other numbers are inactive results; & = joins results of further samples. A portion of the library; the hit share may differ from the screen's.
SMILES,TcdB GH inh,Mtb BioA inh
C[C@@H]1CCCCO[C@H](CN(C)S(=O)(=O)c2ccc(Cl)cc2)[C@H](C)CN([C@@H](C)CO)C(=O)c2cc(NC(=O)c3ccccc3)ccc2O1,-1.3,-4.0
C[C@H](NC(=O)C[C@@H]1C[C@H]2c3cc(NC(=O)C4CCOCC4)ccc3O[C@H]2[C@H](CO)O1)c1ccccc1,-0.6,-1.8
C[C@@H]1CN([C@@H](C)CO)S(=O)(=O)c2ccc(C#CC(C)(C)O)cc2O[C@@H]1CN(C)C(=O)CN(C)C,1.2,0.2
C[C@H]1CN([C@@H](C)CO)C(=O)c2cc(-c3cncnc3)cnc2O[C@@H]1CN(C)Cc1cncnc1,-0.7,-3.3
COc1ccc(NC(=O)Nc2ccc3c(c2)CC(=O)N([C@@H](C)CO)C[C@@H](C)[C@H](CN(C)Cc2ccc(Oc4ccccc4)cc2)O3)cc1,-0.4,0.1
CO[C@@H]1CN(C)C(=O)c2cc(NS(=O)(=O)c3ccccc3Cl)ccc2OC[C@H](C)NC[C@H]1C,-0.4,1.8
Cc1ccc(S(=O)(=O)NCC[C@H]2CC[C@H](NC(=O)c3cnccn3)[C@@H](CO)O2)cc1,-10.6,3.4
CCC(=O)Nc1ccc2c(c1)C(=O)N(C)C[C@@H](OC)[C@@H](C)CN(C(=O)c1cnccn1)[C@@H](C)CO2,-0.1,-0.3
CCCNC(=O)C[C@@H]1CC[C@H]2[C@@H](COc3ccc(NC(=O)Cc4ccccc4)cc3C(=O)N2C)O1,0.1,-2.2
C[C@@H]1CCCCO[C@@H](CN(C)C(=O)CCCN(C)C)[C@H](C)CN([C@@H](C)CO)C(=O)c2cc(NS(=O)(=O)c3ccc(F)cc3)ccc2O1,1.3,-1.5
COCC(=O)Nc1ccc2c(c1)C(=O)N(C)C[C@@H](OC)[C@@H](C)CN(C(=O)c1ccncc1)[C@H](C)CO2,-0.9,0.1
CN(C)CC(=O)N[C@@H]1CC[C@@H](CCn2cc(CN(C)C)nn2)O[C@H]1CO,0.2,3.0
O=C(O)[C@@H]1[C@@H](CO)[C@@H]2Cn3c(ccc(-c4ccc(F)cc4)c3=O)[C@H]1N2CC1CCCCC1,0.2,2.7
Cc1ccc(S(=O)(=O)N(C)C[C@@H]2Oc3ncc(C#Cc4cccc(F)c4)cc3C(=O)N([C@H](C)CO)C[C@@H]2C)cc1,1.3,-3.2
C/C=C/c1ccc([C@@H]2[C@@H](C#N)N(c3ncc(CC)s3)[C@@H]2CO)cc1,-0.2,0.7
C[C@H](CO)N1C[C@H](C)[C@@H](CN(C)C(=O)Nc2ccccc2)Oc2ccc(NC(=O)Nc3ccccc3)cc2CC1=O,0.4,0.4
CCCN1C[C@H](C)[C@@H](OC)CN(C)C(=O)c2ccc(NC(=O)C3CCOCC3)cc2OC[C@H]1C,0.6,-0.6
C[C@@H]1CN([C@H](C)CO)C(=O)c2cc(C3=CCCC3)cnc2O[C@@H]1CN(C)C(=O)NC1CCCC1,-0.4,-5.7
COc1ccc(S(=O)(=O)N(C)C[C@@H]2OCCCC[C@@H](C)Oc3ccc(NS(C)(=O)=O)cc3C(=O)N([C@H](C)CO)C[C@H]2C)cc1,0.4,1.7
C[C@@H]1CN([C@H](C)CO)S(=O)(=O)c2ccc(C3=CCCC3)cc2O[C@@H]1CN(C)C(=O)c1ccccn1,-0.6,-1.5
C[C@@H]1CN([C@H](C)CO)S(=O)(=O)c2ccc(C#Cc3ccccc3F)cc2O[C@H]1CN(C)C(=O)Cc1ccccc1,-0.3,-3.0
COc1ccc(CN(C)C[C@H]2OCCCC[C@@H](C)Oc3ccc(NC(=O)Nc4c(C)noc4C)cc3C(=O)N([C@@H](C)CO)C[C@@H]2C)cc1,-0.9,0.3
COc1ccc(S(=O)(=O)N(C)C[C@H]2Oc3ccc(NC(=O)CCCCCC(=O)Nc4ccccc4N)cc3CC(=O)N([C@@H](C)CO)C[C@@H]2C)cc1,-1.2,-2.0
CCCN(C)C[C@H]1Oc2cc(-c3ccc(OC)cc3)ccc2S(=O)(=O)N([C@H](C)CO)C[C@H]1C,-4.2,-1.0
C[C@@H]1CN([C@@H](C)CO)C(=O)c2cc(C#Cc3ccccc3F)cnc2O[C@H]1CN(C)C(=O)c1ccc2c(c1)OCO2,0.4,0.4
# (cont.)
SMILES,TcdB GH inh,Mtb BioA inh
COc1ccccc1S(=O)(=O)N[C@H]1CC[C@H](CC(=O)NCc2cccc(F)c2)O[C@H]1CO,-0.3,0.3
CNC[C@H]1Oc2c(NC(=O)C3CCOCC3)cccc2C(=O)N([C@H](C)CO)C[C@H]1C,-0.7,-0.8
CC(C)NC(=O)N(C)C[C@@H]1OCCCC[C@@H](C)Oc2ccc(NC(=O)Nc3ccc(F)cc3)cc2C(=O)N([C@@H](C)CO)C[C@H]1C,-0.7,-0.9
COc1ccc(NC(=O)N(C)C[C@@H]2OCCCC[C@H](C)Oc3ccc(NC(=O)CCC(F)(F)F)cc3C(=O)N([C@H](C)CO)C[C@@H]2C)cc1,-1.5,-1.4
COc1ccc(NC(=O)Nc2ccc3c(c2)C(=O)N([C@H](C)CO)C[C@H](C)[C@H](CN(C)S(=O)(=O)c2ccc(Cl)cc2)O3)cc1,-0.3,-0.2
CCNC(=O)C[C@@H]1CC[C@H]2[C@H](COc3ccc(NC(=O)c4ccc(F)c(F)c4)cc3C(=O)N2C)O1,0.3,4.4
Cc1ccc(S(=O)(=O)Nc2cccc3c2O[C@@H](CN(C)C(=O)Nc2ccc(F)cc2)[C@@H](C)CN([C@@H](C)CO)C3=O)cc1,0.8,0.7
CC(C)NC(=O)Nc1ccc2c(c1)CC(=O)N([C@@H](C)CO)C[C@H](C)[C@@H](CN(C)C(=O)Nc1ccc(C(F)(F)F)cc1)O2,-0.3,-1.2
Cc1noc(C)c1NC(=O)N(C)C[C@H]1OCCCC[C@@H](C)Oc2ccc(NC(=O)CCC(F)(F)F)cc2C(=O)N([C@H](C)CO)C[C@H]1C,-1.3,0.2
CCCC#Cc1ccc([C@@H]2[C@@H](C#N)N(C(=O)C3CCCC3)[C@@H]2CO)cc1,-7.6,-5.6
CCCNC(=O)N(C)C[C@H]1Oc2ncc(-c3ccncc3)cc2C(=O)N([C@@H](C)CO)C[C@@H]1C,-1.1,-1.5
C[C@H](CO)N1C[C@H](C)[C@@H](CN(C)S(=O)(=O)c2cn(C)cn2)Oc2ncc(C3=CCCC3)cc2C1=O,-0.4,-2.5
CN1C(=O)c2cc(NS(C)(=O)=O)ccc2OC[C@@H]2O[C@@H](CC(=O)O)CC[C@H]21,-6.1,1.5
O=C(C[C@@H]1CC[C@H](NC(=O)Cc2ccccn2)[C@H](CO)O1)NCCc1ccccc1,-0.2,2.0
Cc1ccc(S(=O)(=O)N(C)C[C@@H]2OCCCC[C@H](C)Oc3ccc(NC(=O)CCC(F)(F)F)cc3C(=O)N([C@@H](C)CO)C[C@@H]2C)cc1,0.1,-2.0
CC(C)NC(=O)N(C)C[C@@H]1Oc2c(NC(=O)Nc3cccc4ccccc34)cccc2C(=O)N([C@@H](C)CO)C[C@H]1C,0.9,0.7
C[C@@H]1CCCCO[C@H](CN(C)CC2CCCCC2)[C@H](C)CN([C@@H](C)CO)C(=O)c2cc(NC(=O)Nc3ccc(F)cc3)ccc2O1,0.8,3.6
CO[C@@H]1CN(C)C(=O)c2ccc(NC(=O)C3CCC3)cc2OC[C@@H](C)N(C)C[C@H]1C,0.8,-4.0
COCC#Cc1cnc2c(c1)C(=O)N([C@@H](C)CO)C[C@H](C)[C@H](CN(C)C(=O)Nc1ccccc1OC)O2,-1.1,-0.4
COc1cccc(S(=O)(=O)N2C[C@H](O)COC[C@@H]3O[C@@H](CC(=O)N4CCN(c5ccccc5)CC4)CC[C@H]32)c1,-0.3,-0.6
C[C@H](CO)N1C[C@H](C)[C@H](CN(C)CC2CCCCC2)Oc2ccc(NC(=O)Nc3ccc4c(c3)OCO4)cc2CC1=O,0.9,-2.0
CC(C)NC(=O)N(C)C[C@H]1Oc2ccc(NC(=O)CCCN(C)C)cc2C(=O)N([C@@H](C)CO)C[C@@H]1C,0.1,15.7
CCCC#Cc1cnc2c(c1)C(=O)N([C@H](C)CO)C[C@@H](C)[C@H](CN(C)S(=O)(=O)c1cn(C)cn1)O2,-2.0,0.6
C[C@@H]1CN([C@@H](C)CO)C(=O)c2cccc(NC(=O)c3ccncc3)c2O[C@H]1CN(C)S(=O)(=O)c1ccc(F)cc1,0.8,0.4
COCC#Cc1ccc2c(c1)O[C@H](CN(C)S(C)(=O)=O)[C@@H](C)CN([C@H](C)CO)S2(=O)=O,-1.9,-2.8
# Following part
SMILES,TcdB GH inh,Mtb BioA inh
Cc1noc(C)c1S(=O)(=O)Nc1ccc2c(c1)CC(=O)N([C@@H](C)CO)C[C@H](C)[C@@H](CN(C)S(=O)(=O)c1cn(C)cn1)O2,-9.3,1.6
C[C@@H]1CCCCO[C@H](CN(C)C(=O)c2ccncc2)[C@@H](C)CN([C@H](C)CO)C(=O)c2cc(NS(=O)(=O)c3ccc(F)cc3)ccc2O1,-0.2,-1.5
C[C@@H]1CN([C@H](C)CO)C(=O)c2cc(N(C)C)ccc2O[C@@H](C)CCCCO[C@@H]1CN(C)C(=O)NC1CCCCC1,-14.7,-1.1
CCCC#Cc1cnc2c(c1)C(=O)N([C@H](C)CO)C[C@@H](C)[C@H](CN(C)S(=O)(=O)c1ccccc1)O2,-0.4,4.1
C[C@H](CO)N1C[C@H](C)[C@H](CN(C)Cc2ccc3c(c2)OCO3)Oc2c(NS(=O)(=O)c3ccccc3)cccc2C1=O,-0.9,1.3
C[C@@H]1CN([C@H](C)CO)S(=O)(=O)c2ccc(C#CC3CCCC3)cc2O[C@H]1CN(C)Cc1cccnc1,-1.2,2.7
COCC(=O)Nc1ccc2c(c1)C(=O)N(C)C[C@@H](OC)[C@@H](C)CN(C(=O)NC(C)C)[C@H](C)CO2,-1.7,-0.6
CCC(=O)N(C)C[C@@H]1Oc2cc(C#CC3CCCCC3)ccc2S(=O)(=O)N([C@@H](C)CO)C[C@H]1C,0.6,3.7
O=C(C[C@@H]1CC[C@@H]2[C@H](COC[C@H](O)CN2C(=O)c2ccccc2F)O1)N1CCCCC1,1.0,0.5
C[C@H](CO)N1C[C@H](C)[C@H](CN(C)Cc2ccc(-c3ccccc3)cc2)Oc2ccc(NS(=O)(=O)c3cccs3)cc2C1=O,0.5,-0.5
CNC[C@@H]1Oc2ccc(NS(=O)(=O)c3cccs3)cc2C(=O)N([C@H](C)CO)C[C@H]1C,1.9,0.4
C[C@@H]1CN([C@@H](C)CO)C(=O)c2cc(NS(=O)(=O)c3ccccc3)ccc2O[C@@H](C)CCCCO[C@@H]1CN(C)S(=O)(=O)c1ccc(F)cc1,0.7,-3.6
O=C(NCC[C@H]1CC[C@@H](NC(=O)C2CCCCC2)[C@H](CO)O1)c1cnccn1,0.0,-1.6
COCC(=O)Nc1ccc2c(c1)C(=O)N(C)C[C@@H](OC)[C@@H](C)CN(Cc1ccccc1)[C@H](C)CO2,0.1,-0.9
COc1ccc(CN(C)C[C@@H]2Oc3ccc(NS(=O)(=O)c4ccc(OC)cc4)cc3CC(=O)N([C@H](C)CO)C[C@H]2C)cc1,1.6,1.6
C[C@@H]1CN([C@@H](C)CO)C(=O)c2cc(NC(=O)Nc3ccc(C(F)(F)F)cc3)ccc2O[C@H]1CN(C)Cc1ccc(Cl)c(Cl)c1,-0.8,-0.5
O=C(C[C@H]1CC[C@@H](NC(=O)Nc2ccc3c(c2)OCO3)[C@@H](CO)O1)NCc1ccccc1,0.3&0.2,1.4
CO[C@H]1CN(C)C(=O)c2cc(NC(=O)C3CCCC3)ccc2OC[C@@H](C)N(CCC(F)(F)F)C[C@H]1C,1.1,3.3
C[C@@H](NC(=O)[C@@H]1[C@@H](CO)[C@@H]2Cn3c(cccc3=O)[C@H]1N2CCC(F)(F)F)c1ccccc1,0.7,-1.7
O=C(NCC[C@H]1CC[C@H](NC(=O)C2CCOCC2)[C@H](CO)O1)c1ccc(F)cc1,-19.7,-2.9
C[C@H](CO)N1C[C@H](C)[C@H](CN(C)Cc2ccc(-c3ccccc3)cc2)Oc2ccc(NC(=O)Nc3ccc4c(c3)OCO4)cc2C1=O,0.2,-0.3
C[C@@H]1CN([C@@H](C)CO)C(=O)CCCn2nncc2CO[C@@H]1CN(C)Cc1ccc2cccnc2c1,0.7,1.2
C[C@H]1CN([C@@H](C)CO)C(=O)c2cc(C3=CCCC3)cnc2O[C@@H]1CN(C)C(=O)c1ccccc1,0.4,2.0
C[C@@H]1CN([C@@H](C)CO)C(=O)Cc2cc(NC(=O)Nc3ccccc3)ccc2O[C@H]1CN(C)C(=O)Nc1cccc2ccccc12,1.3,-0.3
